USP1 inh = blocks the human USP1/UAF1 deubiquitinase complex; O94782; recombinant USP1/UAF1, Ub-Rhodamine cleavage fluorescence; Potency, µM (highest dose often 57.1 µM), without a hit: top-dose activity change, negative = inhibition, usual class: inhibitors; actives 0.23% (n = 390,000); also: % is scaled to controls: 0 for no effect and ±100 for the full control effect; nearly all actives have a fitted effect of over 60% in size; inactives centre near -12
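Step one: compound is pinned into 1nM USP1/UAF1 in HEPES pH 7.8 buffer with TCEP. Step two: 15 min room-temperature incubation. Step three: Ub-Rho (150nM final) starts cleavage, tracked by fluorescence over six one-minute reads.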
Vif-APOBEC3F blk = Vif-A3F binding inhibition; HeLa A3F-eYFP + Vif (tagged APOBEC3F with the HIV-1 protein that degrades it), YFP fluorescence increase; Potency, µM (highest dose often 46.1 µM), without a hit: at the top dose activity, negative = active; actives 0.2% (n = 390,000); also: % of control where 0% means no effect; nearly all actives have a fitted effect of over 65% in size
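HeLa cells stably expressing Vif plus C-terminally eYFP-tagged A3F were seeded, incubated overnight at 37 deg C, dosed with compound, incubated overnight again at 37 deg C. Yellow fluorescence (Ex 488/Em 500-530) reported blocked Vif-mediated A3F-eYFP degradation.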
RXFP1 ag = RXFP1 (human) receptor agonism; actives 0.3% (n = 370,000); Q9HBX9; HEK293T-RXFP1 cAMP TR-FRET, 30 min; response scale: percent of porcine relaxin response, buffer zero; Potency, µM (top dose mostly 57.5 µM), without a hit: at the highest dose activation, usual class: activators; also: % is scaled to controls: 0 for no effect and ±100 for the full control effect; nearly all actives have a fitted effect of over 60% in size; many of its hits are not listed in these tables
Target sequence (Q9HBX9 whole entry, looked up): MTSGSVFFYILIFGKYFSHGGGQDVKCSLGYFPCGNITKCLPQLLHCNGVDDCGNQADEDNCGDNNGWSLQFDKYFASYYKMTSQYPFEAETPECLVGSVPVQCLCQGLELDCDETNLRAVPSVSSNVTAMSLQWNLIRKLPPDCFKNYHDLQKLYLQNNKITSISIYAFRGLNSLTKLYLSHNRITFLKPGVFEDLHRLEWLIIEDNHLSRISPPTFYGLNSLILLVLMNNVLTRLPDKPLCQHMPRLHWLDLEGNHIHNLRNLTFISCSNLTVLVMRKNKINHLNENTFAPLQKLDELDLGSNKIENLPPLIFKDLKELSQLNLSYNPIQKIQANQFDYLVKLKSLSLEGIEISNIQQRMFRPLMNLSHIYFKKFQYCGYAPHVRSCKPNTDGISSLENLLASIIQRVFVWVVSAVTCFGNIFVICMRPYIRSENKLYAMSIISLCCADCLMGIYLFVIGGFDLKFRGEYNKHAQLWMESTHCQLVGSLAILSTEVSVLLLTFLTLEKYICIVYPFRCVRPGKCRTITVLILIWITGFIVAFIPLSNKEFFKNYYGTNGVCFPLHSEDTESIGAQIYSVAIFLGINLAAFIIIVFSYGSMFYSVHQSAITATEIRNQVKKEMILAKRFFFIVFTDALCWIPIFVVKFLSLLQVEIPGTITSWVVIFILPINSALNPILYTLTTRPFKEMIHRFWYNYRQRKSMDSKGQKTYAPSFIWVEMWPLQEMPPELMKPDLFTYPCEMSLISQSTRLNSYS
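Agonist response is measured as cAMP accumulation in an RXFP1-transfected HEK293T line under PDE4 inhibition. Values are scaled between buffer-only and 29 nM porcine relaxin, and EC50s come from standard Hill equation fits.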
TrxR1 substrate = substrates of rat thioredoxin reductase 1 | purified TrxR1 substrate turnover, NADPH consumption readout | Potency, µM (series often up to 114 µM), for inactives: top-dose activity change, negative = substrate turnover | actives 0.01% (n = 390,000); also: % is scaled to controls: 0 for no effect and ±100 for the full control effect; nearly all actives have a fitted effect of over 50% in size
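Rat TrxR1, dispensed at 90 nM, was prereduced with 400 uM NADPH (final) for 5 min at ~22 deg C, then incubated with compound 15 min before 400 uM selenite. A first-read NADPH fluorescence drop versus no-compound background flagged substrates.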
rTrxR1 inhibitor = inhibitors of rat thioredoxin reductase 1; recombinant rTrxR1, NADPH fluorescence consumption, selenite substrate; Potency, µM (doses to about 114 µM), for the others: at the highest dose activity change, negative = inhibition, most hits filed as inhibitors; actives 1% (n = 390,000); AID 588453; also: % is scaled to controls: 0 for no effect and ±100 for the full control effect; nearly all actives have a fitted effect of over 65% in size
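Rat TrxR1 (90 nM in the dispensed reagent) was pre-reduced with 400 uM NADPH for 5 min at room temperature, then incubated with compound for 15 min. After 400 uM selenite was added, NADPH fluorescence (Ex 340/Em 450 nm) was followed for 8 min.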
mIDH1 inhibitor = human IDH1 R132H inhibition; IDH1-R132H enzyme, NADPH consumption, diaphorase/resazurin fluorescence; Potency, µM (doses to about 76.6 µM), without a hit: at the top dose activity change, negative = inhibition, usual class: inhibitors; O75874; actives 0.093% (n = 390,000); also: % is scaled to controls: 0 for no effect and ±100 for the full control effect; nearly all actives have a fitted effect of over 65% in size
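IDH1-R132H (0.5 ug/mL dispensed) in pH 7.5 Tris buffer was preincubated 30 min with compound, then given a substrate mix of 0.016 mM NADPH and 2 mM alpha-KG for 80 min at room temperature; remaining NADPH was read by diaphorase/resazurin fluorescence.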
RGS4 inhibitor = blocks human RGS4-accelerated GTP hydrolysis | Transcreener GDP fluorescence polarization, RGS4-accelerated GTP hydrolysis | Potency, µM (doses to about 114 µM), for the others: at the top dose activity change, negative = inhibition, actives largely listed as inhibitors | actives 0.039% (n = 390,000); also: % is scaled to controls: 0 for no effect and ±100 for the full control effect; nearly all actives have a fitted effect of over 75% in size; some results filed as inactive show a strong effect at the top dose
Target sequence (P49798 whole entry, looked up): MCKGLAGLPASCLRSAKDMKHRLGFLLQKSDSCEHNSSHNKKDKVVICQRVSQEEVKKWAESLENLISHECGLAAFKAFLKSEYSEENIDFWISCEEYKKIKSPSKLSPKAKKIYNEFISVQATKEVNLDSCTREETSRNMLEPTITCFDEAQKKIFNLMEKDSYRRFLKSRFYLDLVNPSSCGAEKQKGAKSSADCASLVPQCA
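MLSMR compounds (23 nl, pin-transferred) preincubated 10 min at room temperature with a 500nM (2x) first reagent, then RGS4 at 900nM (2x) plus Transcreener GDP mix added; fluorescence polarization (620/688 nm) read before and after 90 min at 30 °C.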
Vif-APOBEC3G blk = inhibitors of Vif-APOBEC3G interaction | Q9HC16 | HeLa A3G-eYFP + Vif (tagged APOBEC3G with the HIV-1 protein that degrades it), YFP fluorescence, overnight | Potency, µM (top dose mostly 46.1 µM), for inactives: top-dose activity, negative = active, most hits filed as inhibitors | actives 0.076% (n = 410,000);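 also: % is scaled to controls: 0 for no effect and ±100 for the full control effect; nearly all actives have a fitted effect of over 60% in size; hits raise eYFP signal because A3G escapes Vif-driven loss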
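Read-out is eYFP fluorescence (Ex 488/Em 500-530) from Vif-expressing HeLa A3G-eYFP cells; more signal means A3G escaped Vif-mediated degradation. Cells plated overnight, compound pinned in, incubated overnight at 37 deg C.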
ALOX12 inh = inhibitors of human 12S-lipoxygenase ALOX12 | P18054 | purified 12hLO, xylenol orange hydroperoxide absorbance | Potency, µM (top dose mostly 108 µM), for inactives: at the top dose activity change, negative = inhibition, hits mostly inhibitors | actives 1.1% (n = 580,000) | AID 1671190; also: % is scaled to controls: 0 for no effect and ±100 for the full control effect
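Hydroperoxide product was detected by ferrous iron/xylenol orange as the 573 to 405 nm absorbance ratio. Arachidonic acid at 40 uM (final) was turned over for 30 min at room temperature by 150 nM human 12hLO, pH 7.0 Hepes buffer, after 15 min compound preincubation.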
Active calls of the source: *; i = inactive; ? = inconclusive; . = not tested or not shown; & = joins results of further samples; [ ] = remark or other dose. Calls follow the shape of the dose curve; as a rule, active = well fitted curve in the direction sought with a large enough effect; inconclusive = small, poorly fitted or top-dose-only effect, or another doubt; inactive = no such curve, though single readings can be large; an effect the other way counts as inactive or inconclusive. Potency is read from the fitted curve at half-maximal effect. Not all compounds are listed; the hit share may differ from the screen's.

A first look, two compounds:
(1) Cc1cc2ncn(-c3ncnc4sc5c(c34)CCCC5)c2cc1C
(2) CC(C)(C)OC(=O)N1CCC(c2c(C(=O)O)cnn2-c2ccccc2Cl)CC1
entry no.	1	2
Vif-APOBEC3G blk	0%	0%
mIDH1 inhibitor	-1%	8%
RGS4 inhibitor	-2%	-1%
TrxR1 substrate	-2%[57.1 µM]	1%[57.1 µM]
RXFP1 ag	0.5%	1.7%
ALOX12 inh	0%	20%
Vif-APOBEC3F blk	11%	-1%
rTrxR1 inhibitor	-3%[57.1 µM]	-7%[57.1 µM]
USP1 inh	-9%	-1%

All compounds of this part, previewed entries included:
(1) Cc1cc2ncn(-c3ncnc4sc5c(c34)CCCC5)c2cc1C
(2) CC(C)(C)OC(=O)N1CCC(c2c(C(=O)O)cnn2-c2ccccc2Cl)CC1
(3) CC(C#N)(NC(=O)CN1CCN(S(=O)(=O)c2ccccc2Cl)CC1)C1CC1 (stereo not given)
(4) O=S(=O)(Cc1cccc(F)c1)c1c[nH]c2ccccc12
(5) COc1ccc(-n2c(SCC(N)=O)nnc2-c2ccco2)cc1
(6) CCC[C@@H](CN[C@@H](CNC)C(C)C)NCCCCc1ccccc1
(7) Cc1cccc(N(CC(=O)Nc2ccccc2C(F)(F)F)S(=O)(=O)c2ccccc2)c1C
(8) Cc1c(Cl)c(=O)oc2cc(OCC(=O)N3CCCC(C)C3)ccc12 (stereo not given)
(9) COc1cccc(C(=O)O[C@H]2[C@H](Cc3ccccc3)NS(=O)(=O)[C@H]3C[C@@H]4C=C[C@]23O4)c1
(10) CCN(CC(=O)NC(C)(C)C)C(=O)C(c1ccccc1)c1ccccc1
entry no.	1	2	3	4	5	6	7	8	9	10
Vif-APOBEC3G blk	0%	0%	-12%	-9%	-3%	7%	0%	-1%	-7%&-3%	0%
mIDH1 inhibitor	-1%	8%	15%	25%	0%	4%	3%	10%	0%	-7%
RGS4 inhibitor	-2%	-1%	-7%	13%	-6%	0%	10%	-33%	12%	16%
TrxR1 substrate	-2%[57.1 µM]	1%[57.1 µM]	4%	6%[57.1 µM]	7%	-1%	-7%	685%[activator]	-7%&-2%	-7%[57.1 µM]
RXFP1 ag	0.5%	1.7%	0.6%	2.1%	-2.7%	-0.5%	-0.1%	.	.	-0.1%
ALOX12 inh	0%	20%	16%	10%	-41%	17%	11%	3%	-8%	0%
Vif-APOBEC3F blk	11%	-1%	-1%	-11%	2%	-16%	6%	1%	-8%	-9%
rTrxR1 inhibitor	-3%[57.1 µM]	-7%[57.1 µM]	6%	3%[57.1 µM]	14%	21%[57.1 µM]	-5%	?	-3%&-1%	14%
USP1 inh	-9%	-1%	-16%	-1%	-25%	-25%	-16%	-20%	9%	-5%

3 entries from above, with values under each structure:
Sequence of screens: Vif-APOBEC3G blk | mIDH1 inhibitor | RGS4 inhibitor | TrxR1 substrate | RXFP1 ag | ALOX12 inh | Vif-APOBEC3F blk | rTrxR1 inhibitor | USP1 inh
9. COc1cccc(C(=O)O[C@H]2[C@H](Cc3ccccc3)NS(=O)(=O)[C@H]3C[C@@H]4C=C[C@]23O4)c1
  -7%&-3% | 0% | 12% | -7%&-2% | . | -8% | -8% | -3%&-1% | 9%
2. CC(C)(C)OC(=O)N1CCC(c2c(C(=O)O)cnn2-c2ccccc2Cl)CC1
  0% | 8% | -1% | 1%[57.1 µM] | 1.7% | 20% | -1% | -7%[57.1 µM] | -1%
10. CCN(CC(=O)NC(C)(C)C)C(=O)C(c1ccccc1)c1ccccc1
  0% | -7% | 16% | -7%[57.1 µM] | -0.1% | 0% | -9% | 14% | -5%

(list continues)
(11) Cc1cc(C(=O)O/N=C(\N)c2ccncc2)ccc1[N+](=O)[O-]
(12) NC(=O)CN(Cc1ccccc1)S(=O)(=O)c1ccc2c(c1)OCCO2
(13) CCNS(=O)(=O)c1ccc(NC(=O)Nc2ccc3c(c2)OCO3)cc1
(14) CCc1nn2c(=O)cc(COC(=O)c3ccccc3NC(=O)C3CCCCC3)nc2s1
(15) O=C(NC1CCCCC1)c1cc2c(Cl)nc3ccccc3c2s1
(16) COc1ccc(C(=O)NNC(=O)CSc2nnnn2-c2cc(OC)cc(OC)c2)cc1
(17) O=C(C1=NN[C@@H]2C(=O)N(Cc3ccccc3)C(=O)[C@H]12)c1ccc(F)cc1
(18) CCC(C)c1ccc(NC(=S)NCCn2cc(Br)cn2)cc1 (stereo not given)
(19) O=C(O)c1cc(N/N=C/c2ccc3c(c2)OCCO3)ccc1Cl
(20) Cc1ccccc1CS(=O)(=O)c1cn(CC(=O)N2CCOCC2)c2ccccc12
entry no.	11	12	13	14	15	16	17	18	19	20
Vif-APOBEC3G blk	2%	1%	-12%	5%	0%	-2%	1%	5%	0%	1%
mIDH1 inhibitor	4%	7%	3%	-14%	0%	1%	11%	1%	4%	7%
RGS4 inhibitor	-14%	5%	39%	0%	2%	0%	-23%	-7%	-13%	-8%
TrxR1 substrate	-10%	-1%	-3%	-7%[57.1 µM]	9%	2%	0%[57.1 µM]	-17%	-15%	5%
RXFP1 ag	0.2%	-0.8%	-0.5%	2.9%	-0.2%	3.2%	-1.8%	1.8%	0.8%	-0.5%
ALOX12 inh	100%[activator]	1%	3%	-16%	-5%	-13%	?	?	-26%	i
Vif-APOBEC3F blk	-1%	-1%	-14%	-7%	0%	13%	-9%	-17%	6%	-2%
rTrxR1 inhibitor	-10%	2%	6%	2%[57.1 µM]	21%	13%	19%[57.1 µM]	-19%	-23%	21%
USP1 inh	-3%	-16%	-18%	-15%	-20%	-7%	-7%	-18%	-19%	-18%

A few values from above:
Vif-APOBEC3G blk with entry 6 reads 7%
mIDH1 inhibitor with entry 10 reads -7%
ALOX12 inh with entry 9 reads -8%
Vif-APOBEC3F blk with entry 14 reads -7%

Next section.
(21) CNC(=O)c1ccc(NC(=O)CCc2c(C)noc2C)cc1
(22) COc1cccc(NC(=O)Cn2c3ccccc3c3nc4n(c(=O)c32)CCS4)c1
(23) O=C(Nc1cccc(F)c1)NC1CCCCCCC1
(24) Cc1ccccc1OCCOC(=O)c1c(-c2ccccc2)noc1C
(25) O=C(OCCN1C(=O)c2ccccc2C1=O)c1cccs1
(26) CCCCN(C(=O)Cc1coc2cc(C)c(C)cc12)c1c(N)n(Cc2ccccc2)c(=O)[nH]c1=O
(27) COc1ccc(NC2=C(Cl)C(=O)N(CCc3ccccc3)C2=O)c(OC)c1
(28) COc1cccc(C2CNC3(CCCC(C)C3)c3[nH]c4ccccc4c32)c1OC (stereo not given)
(29) O=C(Cn1nnc(-c2ccncc2)n1)N1CCc2ccccc21
(30) CCOC(=O)c1cc(NC(=O)c2cccnc2)cc(C(=O)OCC)c1
entry no.	21	22	23	24	25	26	27	28	29	30
Vif-APOBEC3G blk	0%	-1%	1%	?	1%	-6%	-5%	-17%	-1%	-4%
mIDH1 inhibitor	-10%	2%	18%	0%	7%	8%	3%	15%	5%	-2%
RGS4 inhibitor	-8%	-36%	7%	-1%	5%	-6%	-9%	-33%	-8%	21%
TrxR1 substrate	-4%	-3%[57.1 µM]	-5%	-3%	4%[57.1 µM]	-6%	-13%	-2%	9%	6%[57.1 µM]
RXFP1 ag	1.5%	-0.7%	-0.5%	1.1%	0.2%	-0.2%	3.6%	-1.6%	4.6%	0.3%
ALOX12 inh	?	18%	447%[activator]	8%	-3%	-12%	10%	?	18%	?
Vif-APOBEC3F blk	1%	4%	-9%	-1%	8%	-8%	-2%	-17%	-6%	-9%
rTrxR1 inhibitor	18%	10%[57.1 µM]	15%	9%	-9%[57.1 µM]	-9%	-7%	23%	9%	12%
USP1 inh	-9%	-17%	-14%	-17%	-1%	-19%	-20%	-22%	-21%	-2%

(31) Clc1ccc(-n2nnnc2-c2cnc(-c3ccccn3)nc2-c2cccs2)cc1
(32) CC1=C(C)CC(C(=O)Nc2nc(C)cs2)C(C(=O)O)C1 (stereo not given)
(33) CCCCn1c(N)c(N(CC(C)C)C(=O)CN2C(=O)c3ccccc3C2=O)c(=O)[nH]c1=O
(34) Cc1cccc(NC(=O)CNC(=O)CSc2nc(N)cc(N)n2)c1C
(35) COc1ccc(C(=O)N[C@H](C(=O)NCc2ccccc2)C(C)C)cc1
(36) CCc1ccc(N(CC(=O)Nc2ccc(NC(C)=O)cc2)S(=O)(=O)c2ccccc2)cc1
entry no.	31	32	33	34	35	36
Vif-APOBEC3G blk	-6%	-2%	0%	-5%	6%	0%
mIDH1 inhibitor	3%	2%	-5%	-11%	-2%	-1%
RGS4 inhibitor	22%	3%	-32%	13%	-12%	-18%
TrxR1 substrate	-7%	6%[2.29 µM]	3%[57.1 µM]	-6%[57.1 µM]	-16%	7%[57.1 µM]
RXFP1 ag	-1.3%	0.9%	-1.1%	-0.5%	-0.7%	-0.5%
ALOX12 inh	0%	9%	-4%	?	16%	-18%
Vif-APOBEC3F blk	.	-4%	13%	6%	-7%	-6%
rTrxR1 inhibitor	-20%	22%	6%[57.1 µM]	5%	-20%	0%[57.1 µM]
USP1 inh	-6%	-10%	-18%	-10%	-11%	-5%

Compound activity (PubChem)
